Screens as filed in PubChem BioAssay.
Mac1 fbg inh – inhibitors of CD11b/CD18 adhesion to fibrinogen, primary screen, K562 cells, luminescence; AID 1497, 2009; Integrin beta-2 (Homo sapiens) + Integrin alpha-M (Homo sapiens), P05107+P11215; 93,000 tested, 0.54% active; inhibition, % at 10 µM; ATPlite luminescence; Mn2+ added to activate the integrin;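 active = primary inhibition of 50% or more at 10 µM, then 40% or more on retest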; also: some results filed as inactive read as strong as hits
Target sequence (P05107 whole entry, looked up, other chains not shown): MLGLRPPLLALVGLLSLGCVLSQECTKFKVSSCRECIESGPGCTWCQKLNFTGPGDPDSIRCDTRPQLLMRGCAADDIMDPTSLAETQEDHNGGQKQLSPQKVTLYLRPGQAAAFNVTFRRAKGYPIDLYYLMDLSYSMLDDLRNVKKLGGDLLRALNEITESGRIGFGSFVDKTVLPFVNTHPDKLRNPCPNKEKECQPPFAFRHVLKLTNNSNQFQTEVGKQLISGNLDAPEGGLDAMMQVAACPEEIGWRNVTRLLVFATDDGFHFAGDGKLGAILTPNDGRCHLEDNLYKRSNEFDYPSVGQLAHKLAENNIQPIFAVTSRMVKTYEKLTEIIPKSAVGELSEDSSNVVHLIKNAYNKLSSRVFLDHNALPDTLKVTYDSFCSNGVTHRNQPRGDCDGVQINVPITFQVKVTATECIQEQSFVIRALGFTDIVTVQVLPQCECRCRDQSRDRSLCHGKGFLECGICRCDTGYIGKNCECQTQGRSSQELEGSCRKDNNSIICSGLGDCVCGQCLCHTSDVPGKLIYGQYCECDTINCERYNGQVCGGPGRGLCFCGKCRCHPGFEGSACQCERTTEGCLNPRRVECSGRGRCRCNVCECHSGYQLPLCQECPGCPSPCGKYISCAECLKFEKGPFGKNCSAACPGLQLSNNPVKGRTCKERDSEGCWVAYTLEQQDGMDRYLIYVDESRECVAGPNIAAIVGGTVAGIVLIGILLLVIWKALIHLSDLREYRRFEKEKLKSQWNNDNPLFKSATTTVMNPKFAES
CD11b adhes enh – enhancers of CD11b/CD18 adhesion to fibrinogen, primary screen, K562 cells, luminescence. Integrin beta-2 (Homo sapiens) + Integrin alpha-M (Homo sapiens), P05107+P11215. ATPlite luminescence. activation, % at 10 µM. 93,000 tested, 0.07% active;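 active = 10 µM primary screen giving 50% or more activity, confirmed by 40% or more on retest at that dose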; also: strong numbers were not always called active; reference of the scale not given here
An asterisk follows results filed as active. A portion of the library. The share of hits here may be higher or lower than overall.

#1 O=C(c1cccnc1)N1CCN(c2ccc([N+](=O)[O-])cc2Cl)CC1
#2 O=C(NNc1c2ccccc2nc2ccccc12)c1ccc(O)cc1
#3 Cc1ccc(C(=O)N/C(=C\c2cccs2)c2nc3ccccc3[nH]2)cc1
#4 Cc1ccc(/C=N/Nc2nc3ccccc3[nH]2)s1
#5 COc1ccc(Br)cc1CN(C)CC(=O)Nc1cc(Cl)ccc1Cl

compound no. | 1 | 2 | 3 | 4 | 5
Mac1 fbg inh | 6 | -5 | 5 | 1 | 2
CD11b adhes enh | -4 | 1 | 11 | 2 | 5

#6 O=C(Nc1ccc2nc3n(c(=O)c2c1)CCCC3)c1cccc([N+](=O)[O-])c1
#7 COc1cccc(C2(c3cccc(OC)c3)CC2C(=O)Nc2ccccc2Cl)c1 (stereo not drawn)
#8 C=CCOC(=O)/C(=C\C=C\c1ccccc1)NC(=O)c1ccccc1
#9 CC(C)NC(=O)NC(=O)COC(=O)c1ccccc1F
#10 C=CCNC(=S)NNC(=O)COc1ccc(Cl)cc1Cl

compound no. | 6 | 7 | 8 | 9 | 10
Mac1 fbg inh | -11 | -8 | -3 | -21 | 25
CD11b adhes enh | 4 | -5 | 5 | 3 | -4

#11 COc1ccc(NC(=S)Nc2ccc(OCc3ccccc3)cc2)c(OC)c1
#12 O=C(Nc1cc(S(=O)(=O)N2CCOCC2)ccc1N1CCCC1)c1cnccn1
#13 C=CCNC(=S)N/N=C/c1cn(-c2ccccc2)nc1-c1ccc(OC)cc1
#14 O=c1c2c(ncn2C2CCCC2)n(Cc2ccccc2)c(=O)n1CCOc1ccccc1
#15 COc1ccccc1NC(=S)NCc1ccc(S(N)(=O)=O)cc1

compound no. | 11 | 12 | 13 | 14 | 15
Mac1 fbg inh | 47 | -20 | -8 | 17 | 0
CD11b adhes enh | -1 | -2 | 0 | -2 | 1

#16 COc1ccc(CCNC(=O)c2ccc(-c3ccc([N+](=O)[O-])cc3)o2)cc1OC
#17 CCCN1CCC(NC(=S)Nc2ccc(C(=O)OCC)cc2)CC1
#18 COc1ccc(-c2nsc(SCC(=O)NCc3ccc4c(c3)OCO4)n2)cc1
#19 O=C(CCCC(=O)OCC(Cl)=C(Cl)Cl)Nc1cccc2ccccc12
#20 CC(C)CC1=NC(C(F)(F)F)(C(F)(F)F)c2c(n(CC(C)C)c(=O)[nH]c2=O)N1

compound no. | 16 | 17 | 18 | 19 | 20
Mac1 fbg inh | 24 | 3 | -15 | 12 | 6
CD11b adhes enh | -6 | 3 | 0 | 2 | -1

Results in sequence from the entries so far:
CD11b adhes enh for nos. 1 to 9: -4, 1, 11, 2, 5, 4, -5, 5, 3

Remaining list, next part
#21 COc1ccc(NC(=O)COC(=O)c2ccc(OCc3ccc(Cl)cc3Cl)c(OC)c2)c(OC)c1
#22 COC(=O)c1ccc(Oc2coc3cc(OCc4ccc([N+](=O)[O-])cc4)ccc3c2=O)cc1
#23 Cc1cc(OCC(=O)N[C@@H](Cc2ccccc2)c2nc3ccccc3[nH]2)ccc1Cl
#24 O=c1c2ccccc2nnn1CSc1ccccc1
#25 Cc1nc2ccc(NC(=O)Cc3ccc4c(c3)OCCO4)cc2s1

compound no. | 21 | 22 | 23 | 24 | 25
Mac1 fbg inh | -16 | -17 | -6 | -4 | 6
CD11b adhes enh | 3 | 45 | 9 | 2 | 2

#26 COc1ccc(N2CCN(CC(=O)Nc3ccc(SC(F)F)cc3)CC2)cc1
#27 Cc1cc(C)c(C)c(N=Nc2nc3ccccc3n2C)c1C
#28 CCc1nc(NCc2ccccc2)c(C#N)c2c1CCCC2
#29 CC1(C)CC(=O)C(C(C2=C(O)CC(C)(C)CC2=O)c2ccc([N+](=O)[O-])cc2)C(=O)C1 (stereo not drawn)
#30 Cn1c(N/N=C2\CCCc3ccccc32)nc2c1c(=O)n(Cc1ccccc1)c(=O)n2C

compound no. | 26 | 27 | 28 | 29 | 30
Mac1 fbg inh | 27 | 8 | -12 | 15 | 14
CD11b adhes enh | 2 | 4 | 7 | -3 | 3

#31 O=C(NCc1ccc2c(c1)OCO2)c1ccc(CSCc2ccccc2Cl)o1
#32 COc1ccc(CNC(=O)COC(=O)CCC2CCCCC2)cc1
#33 COCCOC(=O)C1=C(C)NC(=O)NC1c1c(Cl)nc2ccccn2c1=O (stereo not drawn)
#34 COc1cccc(C(=O)NCC(=O)OCC(=O)C(C)(C)C)c1
#35 NNC1=N[C@H]2CS(=O)(=O)C[C@H]2S1

compound no. | 31 | 32 | 33 | 34 | 35
Mac1 fbg inh | 52 | 5 | -25 | -17 | -8
CD11b adhes enh | 5 | -1 | -2 | 5 | -2

#36 CCC(C)c1ccc(NC(=S)NN2CCOCC2)cc1 (stereo not drawn)
#37 Cc1ccc(CCc2nnc(SCC(=O)Nc3ccccc3Cl)n2-c2ccccc2)o1
#38 COCCn1cnc2c1c(=O)n(CC(=O)OCC(=O)NCC(F)(F)F)c(=O)n2Cc1ccccc1
#39 CC(C)(C)C1CCC(OCC(O)CN2CCN(Cc3ccccc3)CC2)CC1 (stereo not drawn)
#40 O=C(COC(=O)c1cc(-c2cccs2)nn1-c1ccccc1)Nc1ccc(Cl)c([N+](=O)[O-])c1

compound no. | 36 | 37 | 38 | 39 | 40
Mac1 fbg inh | -11 | 17 | -16 | 18 | -1
CD11b adhes enh | 0 | -2 | 4 | 1 | 3

The list goes on, starting with the last 2 of the part before.
#39 CC(C)(C)C1CCC(OCC(O)CN2CCN(Cc3ccccc3)CC2)CC1 (stereo not drawn)
#40 O=C(COC(=O)c1cc(-c2cccs2)nn1-c1ccccc1)Nc1ccc(Cl)c([N+](=O)[O-])c1
#41 C=CCn1c(SCC(=O)Nc2ccc(-c3nc4ccc(C)cc4s3)cc2)nnc1-c1ccccc1
#42 CCN(c1ccccc1)S(=O)(=O)c1cc(NC(=O)Nc2ccccc2C#N)ccc1Cl
#43 FC(F)(F)c1ccc(Oc2ccc3ccccc3c2Br)nc1
#44 O=C(NCCN1CCOCC1)c1cc(Sc2cccc(Cl)c2)nc2ccccc12
#45 O=c1c2ccccc2n2c(-c3cccc(Cl)c3)nnc2n1Cc1ccccc1

compound no. | 39 | 40 | 41 | 42 | 43 | 44 | 45
Mac1 fbg inh | 18 | -1 | 38 | 50 | 31 | 4 | 32
CD11b adhes enh | 1 | 3 | 50 | -6 | -4 | 0 | 3

#46 Cc1sc(NC(=O)/C=C/c2ccco2)c(C(=O)OC(C)C)c1C
#47 Cc1sc2ncnc(NCC3COc4ccccc4O3)c2c1C (stereo not drawn)
#48 COc1ccc(C(=O)NC2CC(C)(C)Cc3occc32)cc1 (stereo not drawn)
#49 O=C(Cc1ccccc1)NCc1ccc(F)cc1
#50 CC(C)NCC(O)COc1ccc2c(c1)CCC2 (stereo not drawn)

compound no. | 46 | 47 | 48 | 49 | 50
Mac1 fbg inh | 4 | 100* | -1 | 3 | -15
CD11b adhes enh | 1 | -9 | 0 | 1 | 1

#51 O=C(COC(=O)CSc1nnc(-c2ccc(Cl)cc2)o1)Nc1cc(Cl)cc(Cl)c1
#52 COc1ccccc1CNC(=O)C1CCN(S(=O)(=O)c2ccc3c(c2)OCCCO3)CC1
#53 O=C(/C=C/c1ccc(Cl)c(Cl)c1)N1CCc2ccccc21
#54 COC(=O)Nc1ccc([N+](=O)[O-])cc1OC
#55 CC(C)C(=O)NCCc1nc2ccccc2n1CCOc1ccccc1

compound no. | 51 | 52 | 53 | 54 | 55
Mac1 fbg inh | -3 | 3 | -7 | -15 | -1
CD11b adhes enh | 25 | -2 | 8 | 1 | 10

#56 C=CCN=Cc1sc2ccc(OCC)cc2c1O
#57 O=C(COC(=O)CSc1ccc2ccccc2c1)NC1CCCC1
#58 COc1ccccc1Nc1ccc(Nc2ccccc2OC)nn1
#59 CCN(CC)C(=O)c1sc(NC(=O)c2ccc(OC)c([N+](=O)[O-])c2)c(C#N)c1C
#60 Cc1ccc(C(=O)N/N=c2\sc3ccccc3n2C)cc1

compound no. | 56 | 57 | 58 | 59 | 60
Mac1 fbg inh | 6 | 8 | 16 | 45 | 4
CD11b adhes enh | 0 | 4 | -2 | -5 | 3

#61 Cc1cc(C)c2nc(SC(C)C(=O)NCC(=O)Nc3ccc(F)c(F)c3F)cc(C)c2c1 (stereo not drawn)
#62 c1ccc(-n2nnnc2CN2CCOCC2)cc1
#63 CC(/C=N/Nc1nc2ccccc2[nH]1)=C\c1ccccc1
#64 CC(=O)N1CCN(C(=O)c2ccc(-n3c(C)ccc3C)cc2)CC1
#65 COc1cccc(OCCNC(=O)c2ccccc2Sc2ccccc2C#N)c1

compound no. | 61 | 62 | 63 | 64 | 65
Mac1 fbg inh | 17 | 18 | 46 | -1 | 6
CD11b adhes enh | 10 | 0 | -4 | 1 | 1

#66 CCN(CC)S(=O)(=O)c1ccc(OC)c(NC(=O)c2cc3c(=O)n4ccccc4nc3s2)c1
#67 Cc1cccnc1NC(=O)c1ccc([N+](=O)[O-])o1
#68 COc1cc(CCC(=O)OCC(=O)Nc2ccccc2C(C)C)cc(OC)c1OC
#69 CC(C)(C)NC(=S)NNC(=O)c1ccccc1Cl
#70 COc1ccc(Cl)cc1NC(=O)C(C)N(C)Cc1cccc(Cl)c1Cl (stereo not drawn)

compound no. | 66 | 67 | 68 | 69 | 70
Mac1 fbg inh | 9 | 0 | -5 | 8 | 6
CD11b adhes enh | 45 | 3 | 2 | -3 | 2

#71 Cc1nc(N/C(N)=N/S(=O)(=O)c2ccc([N+](=O)[O-])cc2)nc2ccccc12
#72 Cc1c(C(=O)Nc2ccc(Cl)cc2)c2ccccn2c1CCc1ccncc1
#73 Cc1ccc(-n2c3nc(=O)[nH]c(=O)c-3cc3cc([N+](=O)[O-])ccc32)cc1
#74 O=S(=O)(NC1CCCCC1Sc1ncccn1)c1ccc(Cl)cc1 (stereo not drawn)
#75 Cc1cc(C(=O)OCC(=O)Nc2sc3c(c2C#N)CCC(C)C3)c2ccccc2n1 (stereo not drawn)

compound no. | 71 | 72 | 73 | 74 | 75
Mac1 fbg inh | 5 | 8 | 30 | 28 | 64
CD11b adhes enh | 5 | -1 | -2 | -4 | 25

Records listed above shown as hits in Mac1 fbg inh.
#47 Cc1sc2ncnc(NCC3COc4ccccc4O3)c2c1C (stereo not drawn)

compound no. | 47
Mac1 fbg inh | 100*
CD11b adhes enh | -9

Next records:
#76 COc1cc(NC(=S)N2CCN(C(=O)c3ccco3)CC2)c(OC)cc1Cl
#77 CC(C)(C)c1ccc(/C=C/C(=O)c2ccc(NC3=NCCCS3)cc2)cc1
#78 O=C(CSCc1ccc([N+](=O)[O-])cc1)NC1CC2CCC1C2 (stereo not drawn)
#79 NC(=O)Cc1ccc(Nc2nnc(-c3ccccc3)c3ccccc23)cc1
#80 CCOc1cc(N2CCOCC2)c(OCC)cc1NC(=O)CN1CCCC1

compound no. | 76 | 77 | 78 | 79 | 80
Mac1 fbg inh | -1 | 68 | -14 | -4 | -8
CD11b adhes enh | -3 | 2 | 3 | -2 | 1

#81 CCN(C(=O)COC(=O)c1cc(-c2ccccc2)nc2c1c(C)nn2-c1ccccc1)C1CCS(=O)(=O)C1 (stereo not drawn)
#82 O=C(/C=C/c1ccc(F)cc1)c1ccccc1Br
#83 Cc1ccc(NC(=O)N(Cc2nc3ccccc3c(=O)[nH]2)Cc2cccs2)cc1
#84 CCNc1ccc(C(=O)OCC(=O)NCc2ccccc2Cl)cc1[N+](=O)[O-]
#85 O=C(Nc1ccc(Cl)cc1)Nc1nnc(CSCc2ccc(Cl)cc2)s1

compound no. | 81 | 82 | 83 | 84 | 85
Mac1 fbg inh | 5 | 38 | 5 | 2 | 46
CD11b adhes enh | 10 | 1 | 0 | 0 | 32

#86 O=C(/N=C1/c2ccccc2CN1c1ccccc1)Nc1ccccc1
#87 CC(C)OC(=O)/C(=C/c1cccnc1)NC(=O)c1ccccc1
#88 COc1ccc(NC(=O)CCC(=O)N/N=C/c2ccc([N+](=O)[O-])s2)cc1
#89 Cc1ccsc1/C=N/NC(=O)c1cccc(S(=O)(=O)Nc2ccccc2Cl)c1
#90 COc1cccc(/C=C(/CC(=O)Nc2ccc(N3CCOCC3)cc2)c2nc3ccccc3s2)c1

compound no. | 86 | 87 | 88 | 89 | 90
Mac1 fbg inh | 6 | -7 | 1 | 26 | -2
CD11b adhes enh | -2 | 6 | -3 | 0 | 0

Ordered by value in Mac1 fbg inh (rising): some entries from above
#67 Cc1cccnc1NC(=O)c1ccc([N+](=O)[O-])o1
#4 Cc1ccc(/C=N/Nc2nc3ccccc3[nH]2)s1
#16 COc1ccc(CCNC(=O)c2ccc(-c3ccc([N+](=O)[O-])cc3)o2)cc1OC

compound no. | 67 | 4 | 16
Mac1 fbg inh | 0 | 1 | 24
CD11b adhes enh | 3 | 2 | -6

The list goes on.
#91 O=S(=O)(Nc1nc2ccccc2nc1Nc1ccc2c(c1)OCO2)c1ccc(F)cc1
#92 COc1ccc(C(=O)CSc2nnc(NC(=O)C3CC(=O)N(c4ccccc4)C3)s2)cc1 (stereo not drawn)
#93 O=C(Nc1cccc(C(F)(F)F)c1)/C(=C\c1ccco1)NC(=O)c1cccs1
#94 Nc1c(-c2ccccc2)c(CN2CCOCC2)nn1-c1ccccc1
#95 CCOC(=O)C1=C(C)n2c(s/c(=C3\C(=O)Nc4ccccc43)c2=O)=NC1c1ccc(OC)cc1 (stereo not drawn)
#96 CCOc1cc(N2CCOCC2)c(OCC)cc1NC(=O)c1ccc(OCc2c(C)noc2C)c(OC)c1
#97 N=C1c2ccccc2CN1NC(=O)c1cccc(S(=O)(=O)N2CCOCC2)c1

compound no. | 91 | 92 | 93 | 94 | 95 | 96 | 97
Mac1 fbg inh | 48 | -6 | 15 | -8 | 12 | 1 | -1
CD11b adhes enh | -7 | 57 | -2 | 6 | 24 | 8 | -5
